Source: PubChem BioAssay
RAD52 inh: RAD52 (human) annealing inhibition | P43351 | recombinant RAD52 DNA annealing, FRET fluorescence | inhibition, % at 18.7 µM | 360,000 tested, 0.46% active | AID 651710;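 active means every replicate showing at least 50% inhibition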
Target sequence (P43351 whole entry, looked up): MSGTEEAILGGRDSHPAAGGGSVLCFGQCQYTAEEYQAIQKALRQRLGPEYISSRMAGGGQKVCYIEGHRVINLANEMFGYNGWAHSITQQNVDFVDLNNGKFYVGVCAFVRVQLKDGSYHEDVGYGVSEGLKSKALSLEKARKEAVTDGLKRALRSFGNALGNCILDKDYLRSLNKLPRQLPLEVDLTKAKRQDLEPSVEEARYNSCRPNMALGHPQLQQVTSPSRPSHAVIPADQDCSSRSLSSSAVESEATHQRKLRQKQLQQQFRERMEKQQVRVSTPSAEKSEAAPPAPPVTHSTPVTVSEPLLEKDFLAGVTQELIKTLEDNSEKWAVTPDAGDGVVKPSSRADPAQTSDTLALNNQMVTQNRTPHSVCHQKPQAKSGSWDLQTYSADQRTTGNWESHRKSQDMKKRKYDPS
ERAP1 inh: ERAP1 (human) enzyme inhibition; recombinant ERAP1, Leu-AMC fluorescence, 60 min; 340,000 tested, 0.15% active; inhibition, % at 10.7 µM;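 active means mean replicate inhibition of at least 30%, or all replicates individually reaching that 30% level; inactive means mean below 30% and not every replicate reaching it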;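 further: 0% = neutral control wells and 100% = L-leucinethiol positive control wells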
Cneo AK release: causes C. neoformans cell lysis | 360,000 tested, 0.2% active | lysis activity, % at 15 µM | adenylate kinase release luminescence, 4 h; normalised: neutral wells 0, clomiphene wells 100;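 active means mean lysis activity across replicates of at least 80%, whatever share of replicates individually reach that level; inactive means mean lysis activity below 80%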
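Assay system: C. neoformans cells. Amount: yeast cell density of 5 × 10^6 cells/mL. Technique: AK luminescence. Buffer or medium: YPD. Times: static 4 h at 37 °C with compound, 1 h detection. Dosing: single-point compound dose. Read-out: lysis from increased AK signal.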
PGC1a acetyl inh: lowers PGC1a acetylation signal in U2OS cells | AlphaScreen anti-acetyl-lysine; with virally co-expressed GCN5 acetyltransferase | inhibition, % at 15.6 µM | 350,000 tested, 0.17% active | AID 651687;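 active means every replicate shows inhibition of at least 40%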;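 further: 0% = neutral control wells and 100% = positive control wells; some results beyond the cut were filed as inactive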
E-selectin induc: E-selectin induction on HUVECs. P16581. HUVEC E-selectin immunofluorescence imaging; normalized: neutral wells 0, TNF-alpha wells 100. activation, % at 7.58 µM. 260,000 tested, 0.37% active. AID 686992;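 active means mean E-selectin-positive cell signal at least 10% of the positive control, reached in at least 60% of replicates, without over 20% cell loss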;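 further: in these data hits start at about 27%; measured in HUVEC primary endothelial cells; signal is the percent of cells scored E-selectin positive by PE staining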
Target sequence (P16581 whole entry, looked up): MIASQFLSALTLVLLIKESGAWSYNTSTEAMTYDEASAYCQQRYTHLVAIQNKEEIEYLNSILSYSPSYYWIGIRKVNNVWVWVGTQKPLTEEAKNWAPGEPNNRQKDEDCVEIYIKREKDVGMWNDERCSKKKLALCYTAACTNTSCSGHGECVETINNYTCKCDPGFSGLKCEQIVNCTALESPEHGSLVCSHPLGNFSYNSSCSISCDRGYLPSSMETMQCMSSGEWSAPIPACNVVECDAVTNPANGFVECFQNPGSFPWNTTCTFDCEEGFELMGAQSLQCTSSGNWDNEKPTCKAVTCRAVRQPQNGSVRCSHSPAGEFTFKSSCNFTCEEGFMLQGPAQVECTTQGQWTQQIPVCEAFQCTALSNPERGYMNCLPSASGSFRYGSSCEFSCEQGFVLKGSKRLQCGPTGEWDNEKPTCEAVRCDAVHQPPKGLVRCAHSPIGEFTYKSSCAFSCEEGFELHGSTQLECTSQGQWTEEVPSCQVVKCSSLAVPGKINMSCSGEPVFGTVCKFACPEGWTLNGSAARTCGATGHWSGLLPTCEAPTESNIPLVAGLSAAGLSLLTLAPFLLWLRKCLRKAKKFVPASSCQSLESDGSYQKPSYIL
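Assay system: HUVEC, human umbilical vein endothelial cells / Amount: 3,000 HUVEC/well / Controls: TNF-alpha positive control, DMSO neutral control / Compound dosing: single concentration / Medium: EGM-2 over gelatin coat / Evaluation: percent E-selectin-positive cells / Signal: immunofluorescence imaging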
PglD inh: PglD (C. jejuni) enzyme inhibition; purified PglD enzyme, DTNB colorimetric CoA detection; inhibition, % at 12.5 µM; 360,000 tested, 0.098% active; AID 602405; in the data active means inhibition above about 16%, passing the limit was not always enough; further: strong numbers were not always called active
RAD54 inh: inhibitors of human RAD54 branch migration; Q92698; RAD54 Holliday junction branch migration, FAM/BHQ fluorescence; inhibition, % at 10.4 µM; 360,000 tested, 0.14% active;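 active means mean normalized replicate activity at least 40 and at least half of replicates scoring 40 or more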;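 further: 0% = median of neutral control wells and 100% = median of positive control wells; inhibitors cause a drop in the FAM fluorescence signal; in these data hits start at about 50%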
miR-122 sensor: miR-122 inhibition in Huh7 cells; Huh7 miR-122 Renilla luciferase sensor, 48 h; neutral wells = 0, positive control = 100; activation (reporter increase), % at 12.5 µM; 340,000 tested, 0.3% active;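 active means mean replicate activation score at least 90 and every replicate individually at or above 90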;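 further: higher luciferase means less miR-122 activity so hits act as miR-122 inhibitors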
* hit, by the source's call; i = inactive; · = no result given; & = joins results of further samples; [ ] = another dose, or the depositor's remark.

Under each structure: RAD54 inh, RAD52 inh, PglD inh, E-selectin induc, ERAP1 inh, Cneo AK release, PGC1a acetyl inh, miR-122 sensor
- COC(=O)CCC(=O)Nc1cccc2c(NC(=O)CCC(=O)OC)cccc12
    -4, ·, 0, ·, ·, 0, 9, -6
- CCC(=O)Nc1ccc2c(c1)C(=O)N(C)C[C@H](OC)[C@H](C)CN(Cc1ccncc1)[C@@H](C)CO2
    -4, -25, -3, -0.1, ·, 48, 1, ·
- Cc1noc(C)c1S(=O)(=O)Nc1ccc2c(c1)CC(=O)N([C@@H](C)CO)C[C@@H](C)[C@@H](CN(C)C)O2
    3, -2, 1, -0.2, -1, 0, 7, -3[16.7 µM]
- C[C@H]1CN([C@@H](C)CO)C(=O)c2cccc(NS(C)(=O)=O)c2O[C@H]1CN(C)S(=O)(=O)c1ccc(Cl)cc1
    -3, 4, 6, 2.9, 1, 66, 3, 4[16.7 µM]
- COCC#Cc1ccc2c(c1)O[C@H](CN(C)C(=O)C1CCOCC1)[C@@H](C)CN([C@@H](C)CO)S2(=O)=O
    2, -17, 0, -0.2, -1, -4, -11, -3[16.7 µM]
- COc1ccc(NC(=O)CN(C)C(=O)CCSc2ccc(C)cc2)cc1
    -8, -5, 1, ·, -2, -1, ·, ·
- CC(C)NC(=O)Nc1ccc2c(c1)C(=O)N([C@H](C)CO)C[C@@H](C)[C@H](CN(C)C(=O)Nc1ccc(F)cc1)OCCCC[C@@H](C)O2
    -3, -4, -2, ·, 1, -3, -6, -8[16.7 µM]
- O=C1CN(C(=O)CN2C(=O)NC(c3ccccc3)(c3ccccc3)C2=O)c2ccccc2N1
    -15, -23, 3, 0.1, -3, -1, 2, 10
- Cc1ccc(-c2nc(CNC(=O)c3ccco3)cs2)cc1
    -5, -110, 4, 1.3, -4, 2, 10, 0
- COCC(=O)N1[C@H](C#N)[C@H](c2ccccc2-c2ccccc2)[C@H]1CO
    ·, 0, ·, 0.1, 4, ·, 3, ·

Arranged by molar mass (lowest first): some entries from above.
Under each structure: RAD54 inh, RAD52 inh, PglD inh, E-selectin induc, ERAP1 inh, Cneo AK release, PGC1a acetyl inh, miR-122 sensor
- Cc1ccc(-c2nc(CNC(=O)c3ccco3)cs2)cc1
    -5, -110, 4, 1.3, -4, 2, 10, 0
- COCC(=O)N1[C@H](C#N)[C@H](c2ccccc2-c2ccccc2)[C@H]1CO
    ·, 0, ·, 0.1, 4, ·, 3, ·
- COc1ccc(NC(=O)CN(C)C(=O)CCSc2ccc(C)cc2)cc1
    -8, -5, 1, ·, -2, -1, ·, ·
- COC(=O)CCC(=O)Nc1cccc2c(NC(=O)CCC(=O)OC)cccc12
    -4, ·, 0, ·, ·, 0, 9, -6
- O=C1CN(C(=O)CN2C(=O)NC(c3ccccc3)(c3ccccc3)C2=O)c2ccccc2N1
    -15, -23, 3, 0.1, -3, -1, 2, 10
- CCC(=O)Nc1ccc2c(c1)C(=O)N(C)C[C@H](OC)[C@H](C)CN(Cc1ccncc1)[C@@H](C)CO2
    -4, -25, -3, -0.1, ·, 48, 1, ·
- Cc1noc(C)c1S(=O)(=O)Nc1ccc2c(c1)CC(=O)N([C@@H](C)CO)C[C@@H](C)[C@@H](CN(C)C)O2
    3, -2, 1, -0.2, -1, 0, 7, -3[16.7 µM]
- COCC#Cc1ccc2c(c1)O[C@H](CN(C)C(=O)C1CCOCC1)[C@@H](C)CN([C@@H](C)CO)S2(=O)=O
    2, -17, 0, -0.2, -1, -4, -11, -3[16.7 µM]
- C[C@H]1CN([C@@H](C)CO)C(=O)c2cccc(NS(C)(=O)=O)c2O[C@H]1CN(C)S(=O)(=O)c1ccc(Cl)cc1
    -3, 4, 6, 2.9, 1, 66, 3, 4[16.7 µM]
- CC(C)NC(=O)Nc1ccc2c(c1)C(=O)N([C@H](C)CO)C[C@@H](C)[C@H](CN(C)C(=O)Nc1ccc(F)cc1)OCCCC[C@@H](C)O2
    -3, -4, -2, ·, 1, -3, -6, -8[16.7 µM]

Next results follow.
Under each structure: RAD54 inh, RAD52 inh, PglD inh, E-selectin induc, ERAP1 inh, Cneo AK release, PGC1a acetyl inh, miR-122 sensor
- C[C@H](CO)N1C[C@H](C)[C@H](CN(C)Cc2ccccc2)OCCCC[C@H](C)Oc2ccc(NC(=O)Nc3ccc(C(F)(F)F)cc3)cc2C1=O
    4, 11, -1, -0.1, 0, 3, -3, -25[16.7 µM]
- CNC(=O)C[C@H]1CC[C@H]2[C@@H](COC[C@H](O)CN2C(=O)c2ccc3c(c2)OCO3)O1
    0, -55, 2, -0.1, -1, 1, 4, 1[16.7 µM]
- COc1ccc(CNC(=O)C(C)OC(=O)c2cccc(N(C)C)c2)cc1 (stereo not given)
    -1, -10, -3, -0.1, 4, 2, ·, ·
- COc1ccc(NC(C)=O)cc1S(=O)(=O)N1CCn2cccc2C1C (stereo not given)
    -2, -36, -6, ·, 1, 1, -1, -7
- Cc1ccc(-c2ccc([C@H]3[C@@H](CO)N4CCCCN(C(=O)c5ccncc5)C[C@@H]34)cc2)cc1
    4, -4, 6, -0.2, 0, -3, 5, -5[16.7 µM]
- COC(=O)Cc1[nH]nc2c1C(C1C=CCCC1)C(C#N)=C(N)O2 (stereo not given)
    3, ·, 2, ·, ·, -3, 13, -7
- C=CCNC(=S)Nc1cccc(N)c1
    -4, -10, -7, 13, ·, -1, ·, 1
- O=C(c1ccccn1)N1CC(=O)N2[C@@H](CO)[C@H](c3ccc(C#CCc4ccccc4)cc3)[C@@H]2C1
    ·, -12, ·, -0.2, 1, ·, 1, ·
- CSc1cccc(NS(=O)(=O)c2ccc(-c3coc(C)n3)cc2)c1
    6, -9, 13, 3.8, 2, 1, ·, 28
- CC(=O)c1ccc(OCc2cc(C(=O)N(C)Cc3ncc(C)[nH]3)no2)cc1
    -3, -5, 6, -0.1, 3, -1, -26, -3
- CC(=O)NC1=NN(C(C)=O)C(C)(CS(=O)(=O)c2ccc3ccccc3c2)S1 (stereo not given)
    0, ·, 4, ·, ·, 0, -18, 12
- COC(=O)CCN(C(=O)c1cc(OC)c(OC)c(OC)c1)c1ccccn1
    4, -2, -1, ·, 1, -5, -3, -6
- Cc1cccc(S(=O)(=O)N2C[C@@H](O)COC[C@H]3O[C@H](CC(=O)Nc4ccc(-c5ccccc5)cc4)CC[C@@H]32)c1
    -20, ·, -6, 1.0, ·, -2, -10, -8[16.7 µM]
- O=c1[nH]ncn1-c1ccc(Br)cc1
    -4, -6, -6, ·, 2, 1, -4, -6
- N=C1/C(=C\c2ccc(OC(=O)c3ccccc3)cc2)C(=O)N=C2SC(N3CCOCC3)=NN12
    -4, -16, -1, ·, 1, 0, ·, ·
- COc1ccc(NC(=O)c2cccc(N3C(=O)C4C5C=CC(C5)C4C3=O)c2)c(OC)c1 (stereo not given)
    -20, -25, -1, 0.0, 0, -1, -2, -8
- Cc1ccc(NC(=O)CSc2nc3ccccc3nc2N2CCCC2)cc1
    11, -15, -3, ·, 6, -1, ·, ·
- COc1cccc(NC(=O)CN(C)C(=O)c2ccc(-c3ccccc3Cl)o2)c1
    4, -12, 2, 0.6, -2, 0, 4, -1
- CCNC(=O)C(C)Sc1ccc(Cl)cc1 (stereo not given)
    -5, ·, 2, ·, ·, 1, 2, -7
- CCN(CC(=O)NCc1cccs1)C(=O)c1ccc(S(=O)(=O)Nc2cccc(C)c2C)cc1
    -7, -11, -7, -4.2, 4, -3, ·, ·
- CCN1CCN(CCCNC(=O)c2csc3c2CCCCC3)CC1
    -2, ·, -4, ·, ·, 2, -8, 3
- Cc1noc(C)c1S(=O)(=O)Nc1ccc2c(c1)CC(=O)N([C@@H](C)CO)C[C@H](C)[C@@H](CN(C)CC1CC1)O2
    3, 9, 7, -0.2, 0, -5, 3, -7[16.7 µM]
- Cc1cccc(CCNC(=O)C2CCCN(S(=O)(=O)c3cccc4nsnc34)C2)c1 (stereo not given)
    3, ·, -11, ·, ·, -4, ·, -4
- CCOC(=O)C1=C(C)NC(C)=C(C(=O)OCC)C1C(=O)OCC(=O)N1CC(C)OC(C)C1 (stereo not given)
    4, -5, 1, ·, 2, 0, -4, -8
- O=C(CCN1C(=O)S/C(=C\c2cccs2)C1=O)NC1=NCCS1
    -5, ·, -1, 0.2, ·, 1, 4, 0
- COc1ccc(/C=C2/CCCC(C(=O)C(F)(F)F)=C2O)cc1OC
    -7, i, -10, ·, -4, -4, -3, 2
- COc1ccc(-c2nc(N3CCN(C)CC3)sc2-c2ccc(OC)cc2)cc1
    10, 10, ·, ·, -1, 0, -3, 1
- CC(=O)NC(c1ccccc1)c1nc(-c2cc3ccccc3o2)cs1 (stereo not given)
    -1, -7, 2, 1.2, 1, 0, 23, -7
- CCc1c(C)c(C#N)c2nc3ccccc3n2c1NCc1ccco1
    2, ·, -5, ·, ·, 0, 7, 1
- CCn1c(=O)cc(SCC(=O)Nc2cc(OC)c(OC)c(OC)c2)c2ccccc21
    11, ·, 5, ·, ·, 1, 4, 0
- C[C@@H]1CN([C@@H](C)CO)C(=O)c2cccc(NC(=O)Nc3ccc(C(F)(F)F)cc3)c2O[C@@H]1CN(C)Cc1ccc2c(c1)OCO2
    -5, 27, 1, 0.2, 1, -2, 7, -1[16.7 µM]
- O=C(Nc1ccc(F)cc1)N1CC(=O)N2[C@H](C1)[C@H](c1ccc(C3=CCCC3)cc1)[C@@H]2CO
    ·, 1, ·, 0.4, 0, ·, 0, ·
- O=C(CSc1nnc(-c2cccs2)n1-c1ccccc1)N1CCCc2ccccc21
    2, ·, -8, ·, ·, 1, 39, 33
- CCCN(C)C[C@@H]1OCc2cnnn2CCCC(=O)N([C@@H](C)CO)C[C@H]1C
    3, 12, -4, 0.4, 3, 2, 3&11, 2&0[16.7 µM]
- COc1cccc(S(=O)(=O)N2CC[C@H]3[C@H](CO)Nc4ccc(Br)cc4[C@H]32)c1
    -12, ·, 2, 0.0, ·, -13, 6, -5[16.7 µM]
- Cc1ccc(C(=O)O)cc1NC(=S)NC(=O)c1ccc(-c2ccccc2)cc1
    6, -7, 0, ·, 4, -12, 1, -3
- COc1ccc(C(=O)Nc2ccc(NC(=O)c3cccs3)c(OC)c2)cc1Cl
    -4, -15, 1, 4.5, -4, 1, -5, -11
- Cc1cc(C)cc(NC(=O)CNC(c2ccccc2)c2ccccc2)c1
    1, -24, 3, 0.2, 1, -1, ·, 5
- CC(=O)NCCc1ccc(C(=O)COC(=O)c2cccn2C)cc1
    4, -10, 0, 0.4, 1, -4, 24, -6
- O=C(Nc1nnc([C@@H]2C[C@H](O)[C@@H](CO)O2)s1)c1c(F)cccc1F
    -10, -10, -4, 0.1, 7, 0, 1, 2
- Cc1ccc(NC(=O)CC2OC(=O)c3ccccc32)cc1S(=O)(=O)N1CCOCC1 (stereo not given)
    -6, -18, 0, 0.4, 0, 1, -7, 7
- CCN(CC)c1nc2c(c(=O)[nH]c(=O)n2C)n1Cc1ccccc1
    0, -4, -2, ·, 2, 2, 7, -1
- C[C@H](CO)N1C[C@H](C)[C@@H](CN(C)S(C)(=O)=O)Oc2ccc(NC(=O)Nc3ccccc3)cc2C1=O
    2&-8, 4&-11, -20&-2, 0.1&0.1, -3&-1, -3&-2, 8&9, 6[16.7 µM]
- CCCCn1cnc2c(c(-c3ccccc3)c(-c3ccccc3)n2Cc2ccco2)c1=N
    5, 0, 3, ·, -1, 4, -24, -3
- O=C(CNC(=O)c1ccc(Cl)cc1Cl)OCN1C(=O)c2ccccc2C1=O
    ·, -10, ·, 0.8, -1, ·, 0, -7
- COc1ccccc1OCCn1ccnc1
    -30, -3, 2, 0.0, 0, 1, 7, 2
- COc1ccccc1CNC(=O)C[C@@H]1C[C@H]2c3cc(NS(C)(=O)=O)ccc3O[C@H]2[C@@H](CO)O1
    -6, -16, 2, -0.2, 0, -4, 4, -4[16.7 µM]
- Cc1csc(SCc2nc3scc(-c4ccccc4)c3c(=O)[nH]2)n1
    -7, -21, 6, 3.1, -2, 2, -2, -9
